Screening data as filed in PubChem BioAssay.
PGK inhibitor: inhibitors of T. brucei phosphoglycerate kinase. P07378. PGK/GAPDH coupled, Kinase-Glo luminescence, 60 min. Potency, µM (top dose mostly 57.5 µM), without a hit: top-dose activity change, negative = inhibition, actives largely listed as inhibitors. 380,000 compounds, 0.043% hits. AID 602233; further: on the % scale 0 is the no-effect control and ±100 the full control effect; nearly all actives have a fitted effect of over 60% in size
Target sequence (P07378 whole entry, looked up): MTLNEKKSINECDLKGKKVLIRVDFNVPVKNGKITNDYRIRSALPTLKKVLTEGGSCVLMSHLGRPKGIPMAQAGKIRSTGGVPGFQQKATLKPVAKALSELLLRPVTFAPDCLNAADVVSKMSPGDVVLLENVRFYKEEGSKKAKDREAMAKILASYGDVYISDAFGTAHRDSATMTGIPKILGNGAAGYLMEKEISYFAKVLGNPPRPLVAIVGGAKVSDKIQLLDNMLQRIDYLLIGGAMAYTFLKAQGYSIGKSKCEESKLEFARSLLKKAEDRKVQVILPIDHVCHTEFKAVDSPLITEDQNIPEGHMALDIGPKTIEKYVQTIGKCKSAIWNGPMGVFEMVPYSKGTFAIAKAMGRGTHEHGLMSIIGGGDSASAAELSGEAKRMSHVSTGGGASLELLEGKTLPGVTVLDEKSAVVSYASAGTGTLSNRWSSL
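Recombinant glycosomal PGK reaction used 1,3-bisphosphoglycerate generated in-well by GAPDH (100nM final) in 100mM TEA pH 7.6, 5mM MgCl2, 0.01% Tween-20. After 60 minutes at room temperature, ATP was read by Kinase-Glo Plus luminescence end-point.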
BAZ2B block: inhibitors of human BAZ2B bromodomain | AlphaScreen BAZ2B-H3K14Ac peptide displacement | Potency, µM (highest dose often 114 µM), without a hit: at the highest dose activity change, negative = inhibition, usual class: inhibitors | AID 504333 | Q9UIF8 | 360,000 compounds, 4.4% hits; further: on the % scale 0 is the no-effect control and ±100 the full control effect; nearly all actives have a fitted effect of over 60% in size
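AlphaScreen displacement: compounds (up to 110uM) incubated 30 min at room temperature with a preformed 50 nM BAZ2B/50 nM biotinylated H3K14Ac peptide complex in PBS pH 7.4 with Tween-20. Donor and acceptor beads at 10 ug/mL final added, 20 min light-protected before reading.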
Pin1 inhibitor: human Pin1 inhibition; Q13526; Pin1 FP peptide displacement, HiFluor488, 10 min; Potency, µM (series often up to 115 µM), inactives show at the highest dose activity, negative = inhibition, hits mostly inhibitors; 390,000 compounds, 0.009% hits; active means well fitted inhibition curve with a large enough effect in the polarisation, with a control signal flat, not every such curve was filed as active; inconclusive means small, poorly fitted or top-dose-only effect, or effect the other way, or a change in a side signal; inactive means no such curve, though single readings can be large or run the other way; the % refers to the polarisation; further: on the % scale 0 is the no-effect control and ±100 the full control effect
BLM inh: inhibitors of human Bloom syndrome helicase BLM | recombinant BLM DNA unwinding, fluorescence dequenching | Potency, µM (series often up to 56.1 µM), inactives show at the top dose activity change, negative = inhibition, usual class: inhibitors | 350,000 compounds, 0.2% hits;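 further: plate controls were vehicle for no effect and no enzyme for full effect; nearly all actives have a fitted effect of over 35% in size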
G9a block: blocks human histone lysine methyltransferase G9a | G9a H3K9 monomethylation, AlphaScreen, 2 h | Potency, µM (titrated, usually from 102 µM), without a hit: at the top dose activity, negative = inhibition, most hits filed as inhibitors | 350,000 compounds, 8.8% hits | AID 504332; further: on the % scale 0 is the no-effect control and ±100 the full control effect; nearly all actives have a fitted effect of over 75% in size
Target sequence (Q96KQ7 913-1193 limits assumed): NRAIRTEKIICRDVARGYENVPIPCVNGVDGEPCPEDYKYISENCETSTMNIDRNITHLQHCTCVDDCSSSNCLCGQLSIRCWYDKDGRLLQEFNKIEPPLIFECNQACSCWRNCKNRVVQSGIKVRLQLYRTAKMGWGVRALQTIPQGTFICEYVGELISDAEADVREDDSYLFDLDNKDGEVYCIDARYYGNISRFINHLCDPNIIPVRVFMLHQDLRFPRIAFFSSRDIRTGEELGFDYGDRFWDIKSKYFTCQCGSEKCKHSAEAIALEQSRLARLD
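Chemiluminescent proximity detection of H3K9 monomethylation, read after 10 min bead incubation in the dark. Reaction: 20 nM G9a, 500 nM biotin-H3K9 peptide, 20 uM SAM cofactor, 2 h, room temperature, following 15 min enzyme-compound preincubation.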
HP1b binding inh: HP1-beta chromodomain-methylated histone interaction inhibition; P83916; AlphaScreen HP1-beta / biotin-H3K9me3 peptide binding; Potency, µM (titrated, usually from 114 µM), for inactives: at the top dose activity change, negative = inhibition, hits mostly inhibitors; 390,000 compounds, 0.56% hits; AID 540317; further: nearly all actives have a fitted effect of over 70% in size; inactives centre near 23
Target sequence (P83916 whole entry, looked up): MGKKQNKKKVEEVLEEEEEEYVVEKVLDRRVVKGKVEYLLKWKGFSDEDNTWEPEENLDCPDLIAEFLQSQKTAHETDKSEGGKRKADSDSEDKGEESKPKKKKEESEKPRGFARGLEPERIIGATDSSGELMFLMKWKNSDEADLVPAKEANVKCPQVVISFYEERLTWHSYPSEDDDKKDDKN
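AlphaScreen: HP1-beta (50 nM) preformed 30 min with biotin-H3(1-18)K9me3 peptide (50 nM) in PBS pH 7.4, 0.01% Tween-20. Compound added for 30 min at RT, then streptavidin donor/nickel chelate acceptor beads (10 ug/mL) for 30 min.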
JMJD2A Tudor: inhibitors of human JMJD2A Tudor domain; 390,000 compounds, 4.4% hits; Potency, µM (series often up to 114 µM), for inactives: top-dose activity change, negative = inhibition, usual class: inhibitors; AlphaScreen JMJD2A-Tudor / H3K4me3 peptide binding; further: on the % scale 0 is the no-effect control and ±100 the full control effect; nearly all actives have a fitted effect of over 50% in size
Pol iota inh: blocks human DNA polymerase iota activity; Q9UNA4; Pol iota fluorescent replication assay, 10 min; Potency, µM (doses to about 115 µM), without a hit: at the highest dose activity, negative = inhibition, usual class: inhibitors; 390,000 compounds, 1% hits
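Pol iota at 10 nM preincubated 15 min with compounds at room temperature; reaction started with fluorescent substrate, 50 nM final. Fluorescence read kinetically at 0 and 10 min; buffer-only wells as negative control.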
GLS inh: glutaminase GLS (human) inhibition | 410,000 compounds, 0.21% hits | GLS enzymatic activity, qHTS titration | Potency, µM (highest dose often 45.5 µM), without a hit: at the highest dose activity change, negative = inhibition, most hits filed as inhibitors | O94925; further: on the % scale 0 is the no-effect control and ±100 the full control effect
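Read-out is an Amplex red fluorescence increase coupled through glutamate oxidase and HRP, measured before and after 30 min room-temperature incubation. hKGA is in 45 mM KH2PO4 (pH 8.2) with 0.02% Tween-20; glutamine added as 1mM solution.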
* = called active by the depositor; i = inactive; ? = inconclusive; . = no result given; & = joins results of further samples; [ ] = dose if it differs, or a comment. Unless noted, the call rests on the fitted dose curve; in most records, active means well fitted curve in the direction sought with a large enough effect; inconclusive means small, poorly fitted or top-dose-only effect, or another doubt; inactive means no such curve, though single readings can be large; an effect the other way counts as inactive or inconclusive. Potency means the concentration at half of the fitted maximal effect.

PGK inhibitor | BAZ2B block | Pin1 inhibitor | BLM inh | G9a block | HP1b binding inh | JMJD2A Tudor | Pol iota inh | Molecule | GLS inh
1.2% | -4.6%&26.0% | 3.7% | 2.3%&2.3% | -67.3%[59 µM] | 35.3% | -4.3% | 42.5%[activator] | COc1cccc2c(=O)c3ccccc3oc12 | 1.4%
-0.2% | -24.0% | 8.1% | -0.6% | -18.3% | 11.3% | -19.2% | -13.9% | O=C(NCc1ccco1)c1cc(-c2cccc(Cl)c2)on1 | 2.5%
11.4% | . | -1.2% | . | . | 5.8%[57 µM] | -14.5% | 14.1% | COC(=O)CCc1c[nH]c2ccc([N+](=O)[O-])cc12 | 3.6%
i | 6.6% | 0.2% | -0.4% | . | 39.0% | 4.8% | 40.6%[activator] | Cc1ccc2nc(C)c3c(c2c1)N(c1ccccc1)CC3 | -7.6%
-9.9% | -4.5% | 2.8% | 6.1% | ? | 5.8% | -25.0% | 14.1% | O=C(C(NS(=O)(=O)c1cccc2nsnc12)c1ccccc1)N1CCN(c2ccccc2)CC1 (configuration not stated) | 4.0%
-2.0% | . | -5.9% | . | . | 51.7%[activator] | -35.9% | ? | CCC(CO)Oc1cc(NCc2ccncc2)c2ncn(C(C)C)c2c1 (configuration not stated) | 1.8%
-1.9% | -15.6% | -0.1% | -4.7% | 50.1µM* | 33.8% | -5.5% | 34.3%[activator] | CCOC(=O)Cc1csc(NC(=O)CCSc2ccccc2)n1 | -0.5%
i | 124.7%[activator] | 21.7% | -8.0% | 78.3%[activator][59 µM] | 232.9%[activator] | 202.7%[activator] | 23.3% | CC(Oc1ccc(Cl)cc1Cl)C(=O)NCCCCc1ccccc1 (configuration not stated) | -1.1%
-4.3% | -12.4% | 0.1% | -8.7% | 13.8%[59 µM] | 43.7%[activator] | -2.2% | -19.1% | CC1=CC(C)(C)N(C(=O)CSc2nnc(-c3ccccc3)o2)c2ccc(C)cc21 | 12.3%
i | . | 0.4% | . | . | 39.6%[activator] | -11.0% | -18.0% | CCN1C[C@@H]2[C@@H]3C(=O)N(Cc4ccccc4)C(=O)[C@@H]3[C@](C)(C(=O)OC)N2C1=NC | -2.6%
-3.4% | -6.0% | 1.2% | -0.7% | 17.1%[59 µM] | 16.8% | 0.0% | ? | COc1ccc(-c2ccc(SCC(=O)NCc3ccco3)nn2)cc1 | -1.7%
-3.4% | -6.9% | -8.4% | . | -31.7% | 45.0%[activator] | 0.0% | 150.1%[activator] | CCCc1cc(=O)[nH]c2nnc(SCC(=O)Nc3ccc4c(c3)OCCO4)n12 | -1.3%
-3.2% | -3.2% | -3.9% | 5.4% | -4.0% | 64.3%[activator] | -6.6%[11.4 µM] | -4.9% | CC1CCC(C(C)C)C(OC(=O)C[n+]2cc(-c3ccc(Cl)cc3)n3c2CCC3)C1 (configuration not stated) | 1.4%
-4.0% | -15.3% | -1.8% | -3.6% | ? | -7.7% | 31.6µM* | 16.5% | S=c1[nH]nc(-c2ccco2)n1-c1ccc(Cl)cc1 | 13.7%
-1.0% | -7.0% | 2.9% | -5.8% | -1.4%[59 µM] | 28.2% | 14.7% | -17.1% | Cc1ccc2[nH]c3c(NCCCN4CCCC4=O)ncnc3c2c1 | 15.3%
-3.2% | . | -1.2% | . | . | 14.8% | -20.6% | 18.6% | CCOC(=O)C1CCN(C(=O)c2ccc(NS(=O)(=O)c3ccc4[nH]c(=O)[nH]c4c3)cc2)CC1 | -0.1%
-8.4% | 0.7% | 12.5% | . | ? | 7.1% | -23.6% | -2.1% | O=C(NCc1ccccc1CN1CCCC1)c1ccc(Cl)c(S(=O)(=O)N2CCCC2)c1 | 8.1%
-0.6% | 11.2% | -3.3% | . | -4.3%[59 µM] | -25.1% | -21.1% | 66.8%[activator] | Cc1ccc(N2C(=O)N(CC(=O)Nc3cccc([N+](=O)[O-])c3C)C(=O)C2C)cc1 (configuration not stated) | -3.4%
14.7% | -29.0% | -2.1% | -4.6% | -13.6%[59 µM] | 7.5% | -19.7% | 21.7% | COCCNc1nc(SCC(=O)N2CCN(c3ccccc3OC)CC2)nc2ccccc12 | 27.6%
0.6% | ? | -1.1% | 0.6% | -0.4%[59 µM] | 43.7%[activator] | -22.2% | 24.6% | Cc1ccc(C(C)C)c(OCC(=O)NCC2(N(C)C)CCCCC2)c1 | 18.0%
. | -36.2% | -2.6% | -12.6% | ? | 9.2% | ? | ? | COc1ccc(-c2csc(Nc3cc(C)ccn3)n2)cc1C | 3.8%
-0.2% | 3.4% | -5.4% | 0.2% | -12.8%[59 µM] | 26.9% | -13.1% | 17.9% | CSc1nnc(CSc2cc(C)nc(N(C)C)n2)o1 | 3.8%
-0.3% | -12.7% | -3.9% | -2.6% | ? | 46.2%[activator] | -11.3% | -8.9% | COC(=O)CCCCC1SCC(NC(=O)c2ccccc2)C1OC(C)=O (configuration not stated) | 10.9%
-2.5% | 10.3% | -3.8% | 0.7% | 8.8% | 21.1% | 1.4% | 17.4% | CSc1ccccc1C(=O)NC1CCCCC1 | -0.6%
-2.8% | 12.2% | 4.7% | 0.9% | 9.2% | 47.7%[activator] | -2.6% | -10.1% | COc1cccc(-c2nn3c(-c4cccc(C)c4)nnc3s2)c1 | 4.4%
-7.2% | -9.8% | -0.5% | -6.5% | -5.3% | 37.9% | -11.2% | -10.5% | CN1C(=O)C(CC(=O)Nc2ccccc2F)N(NC(=O)c2ccc(Br)cc2)C1=S (configuration not stated) | 13.7%
i | 0.9% | 0.1% | -3.1% | 5.4%[59 µM] | 33.3% | -11.9% | 21.1% | CCN(CC)C(=O)C1=C(C)Nc2nc3ccccc3n2C1c1ccccc1F (configuration not stated) | -3.8%
9.0% | -13.2% | 0.6% | -11.0% | -34.9%[12.7 µM] | 28.7% | -13.1% | 14.4% | Cc1ccc(N2CC(C(=O)Nc3nnc(SCCN4CCOCC4)s3)CC2=O)cc1C (configuration not stated) | 20.3%
2.7% | 7.9% | -3.6% | -11.3% | -3.8%[59 µM] | 40.8%[activator] | 4.9% | 12.6% | CCn1c(=NC(=O)CSC(C)=O)sc2cc(OC)ccc21 | 0.9%
-8.0% | 12.5% | 2.3% | 1.4% | 15.0%[12.7 µM] | 9.2% | -6.0% | 4.7% | CC1CCC(NCc2ccco2)CC1 (configuration not stated) | 5.1%
5.2% | . | -2.1% | . | . | 16.1%[57 µM] | -2.1% | 37.8%[activator] | COc1ccc(C(=O)COC(=O)c2cc(=O)c3ccccc3o2)cc1 | -10.8%
i | -9.8% | -1.9% | -3.0% | ? | 47.5%[activator] | -14.4% | 30.9%[activator] | Cc1ccc(S(=O)(=O)N/N=C2/CC(=O)CC(C)(C)C2)cc1[N+](=O)[O-] | -10.1%
-2.3% | 44.1%[activator] | 2.5% | -8.2% | 63.2%[activator][59 µM] | 121.7%[activator] | 85.2%[activator] | 14.9% | CCN(CC)S(=O)(=O)c1ccc(Oc2ccccc2)cc1 | 23.1%
-4.2% | 20.5% | -14.3% | 0.0% | 18.1%[59 µM] | 19.6% | -9.2% | -2.5% | CC(=O)N=c1sc(C(C)(C)C)c(C)n1C | -0.5%
-13.9% | 1.9% | 2.6% | -2.0% | -2.7%[59 µM] | -0.1% | -15.0% | 0.8% | CCc1ccc(CNC(=O)CCN2C(=O)COc3ccccc32)cc1 | -10.6%
16.7% | 11.3% | -2.5% | -3.8% | 22.0% | 49.5%[activator] | 11.3% | 25.8% | O=C1N(Cc2ccccc2F)c2ccccc2C12OCCCO2 | -6.6%
-5.7% | 6.8% | -4.4% | -1.3% | -21.9%[59 µM] | 27.6% | -3.5% | -8.3% | NS(=O)(=O)c1ccc(NC(=O)C2COc3ccccc3O2)cc1 (configuration not stated) | -4.1%
-6.3% | 18.0% | 0.8% | -1.6% | . | 63.8%[activator] | -7.1% | 24.8% | Cc1ccc([C@@H]2[C@@H]3C(=O)N(C)C(=O)[C@@H]3[C@]3(C)C(=O)N(Cc4ccccc4)CC(=O)N23)o1 | 1.9%
-9.5% | -16.6% | 5.6% | -1.6% | -50.7% | 26.1% | -5.8% | 4.6% | Cc1ccnc(NC(=O)CCNC(=O)c2ccc(Cl)cc2)c1 | 1.7%
-9.0% | 15.5% | ? | . | -8.4%[2.33 µM] | 4.5% | -15.6% | 16.2% | CSCCC(NC(=O)c1cc(S(=O)(=O)N2CCOCC2)ccc1F)c1nc2ccccc2[nH]1 (configuration not stated) | 8.0%
-8.4% | -12.7% | -15.4% | -2.6% | ? | -3.9% | -12.7% | 28.7% | O=C(/C=C/c1ccccc1)N/C(=C\c1ccco1)C(=O)O | 10.6%
-8.9%&3.6% | -2.1%&-3.2% | 19.1%&-1.4% | -1.1%&-3.0% | 0.1%[59 µM] | 23.5%&38.8% | -1.7%&-11.5% | 5.3%&109.1% | COC(=O)c1nnn(CC(=O)NC(=O)Nc2cccc(C)c2C)c1C(=O)OC | -0.9%&4.9%
. | 13.6% | -2.4% | -7.6% | -7.9% | 29.0% | -12.8% | 28.2% | CNC(=O)CC12CC3CC(CC(C3)C1)C2 | 6.3%

Given tab-delimited: entries from further up.
SMILES	PGK inhibitor	BAZ2B block	Pin1 inhibitor	BLM inh	G9a block	HP1b binding inh	JMJD2A Tudor	Pol iota inh	GLS inh
CC(=O)N=c1sc(C(C)(C)C)c(C)n1C	-4.2%	20.5%	-14.3%	0.0%	18.1%[59 µM]	19.6%	-9.2%	-2.5%	-0.5%
COc1ccc(-c2csc(Nc3cc(C)ccn3)n2)cc1C	.	-36.2%	-2.6%	-12.6%	?	9.2%	?	?	3.8%
CSc1ccccc1C(=O)NC1CCCCC1	-2.5%	10.3%	-3.8%	0.7%	8.8%	21.1%	1.4%	17.4%	-0.6%

An excerpt; rates above refer to the full screens.
